Compound activity deposited in PubChem BioAssay by The Scripps Research Institute Molecular Screening Center.
FBW7 act – activators of human E3 ligase FBW7; actives 0.13% (n = 650,000); normalized activity (activation), % at 26.1 µM; AlphaScreen FBW7–phospho-cyclin E peptide binding, activator screen; AID 1259310; Q969H0; in the data active means normalized activity above about 1.9%;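 further: purified mutant Fbw7 with reduced substrate affinity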
Target sequence (Q969H0 whole entry, looked up): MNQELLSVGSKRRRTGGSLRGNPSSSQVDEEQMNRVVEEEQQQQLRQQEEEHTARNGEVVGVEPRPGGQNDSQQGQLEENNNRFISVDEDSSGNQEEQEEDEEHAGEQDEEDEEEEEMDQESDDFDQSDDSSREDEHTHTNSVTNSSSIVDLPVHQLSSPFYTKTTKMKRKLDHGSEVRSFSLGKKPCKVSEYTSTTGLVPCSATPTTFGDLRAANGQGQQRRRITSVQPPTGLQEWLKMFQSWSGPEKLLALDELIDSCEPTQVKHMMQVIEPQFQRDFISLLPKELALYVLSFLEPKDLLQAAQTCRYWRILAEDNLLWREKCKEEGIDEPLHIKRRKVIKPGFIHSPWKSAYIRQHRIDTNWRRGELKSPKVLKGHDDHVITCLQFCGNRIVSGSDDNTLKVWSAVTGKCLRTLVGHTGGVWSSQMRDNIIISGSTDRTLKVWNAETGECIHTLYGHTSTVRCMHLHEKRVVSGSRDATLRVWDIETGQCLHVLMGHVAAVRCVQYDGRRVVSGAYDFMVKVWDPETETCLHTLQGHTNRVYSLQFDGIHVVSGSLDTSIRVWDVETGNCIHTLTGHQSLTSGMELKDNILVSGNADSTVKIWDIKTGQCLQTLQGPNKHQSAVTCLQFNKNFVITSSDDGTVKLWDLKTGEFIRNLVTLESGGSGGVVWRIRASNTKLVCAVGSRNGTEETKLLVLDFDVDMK
MITF inh – human MITF inhibition, primary screen; inhibition, % at 2.6 µM; actives 0.91% (n = 650,000); AID 1259374; O75030; AlphaScreen MITF homodimerization, bead proximity signal; in the data active means inhibition above about 50%;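 further: 0% = vehicle wells with protein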
TEAD-YAP block – TEAD-YAP interaction inhibition; HEK-TIYL cells, TEAD-Gal4/YAP UAS-luciferase luminescence; inhibition, % at 9.12 µM; actives 1.4% (n = 640,000); AID 1259422; in the data active means inhibition above about 32%;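 further: 0% = median of test compound wells and 100% = reference inhibitor wells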
GPR151 activ – human GPR151 activation | PathHunter beta-arrestin GPR151 cells, luminescence | activation, % at 11.2 µM | actives 1% (n = 650,000) | AID 1508602; in the data active means activation above about 4.9%;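 further: 0% = median of compound wells and 100% = cells with positive control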
Target sequence (Q8TDV0 whole entry, looked up): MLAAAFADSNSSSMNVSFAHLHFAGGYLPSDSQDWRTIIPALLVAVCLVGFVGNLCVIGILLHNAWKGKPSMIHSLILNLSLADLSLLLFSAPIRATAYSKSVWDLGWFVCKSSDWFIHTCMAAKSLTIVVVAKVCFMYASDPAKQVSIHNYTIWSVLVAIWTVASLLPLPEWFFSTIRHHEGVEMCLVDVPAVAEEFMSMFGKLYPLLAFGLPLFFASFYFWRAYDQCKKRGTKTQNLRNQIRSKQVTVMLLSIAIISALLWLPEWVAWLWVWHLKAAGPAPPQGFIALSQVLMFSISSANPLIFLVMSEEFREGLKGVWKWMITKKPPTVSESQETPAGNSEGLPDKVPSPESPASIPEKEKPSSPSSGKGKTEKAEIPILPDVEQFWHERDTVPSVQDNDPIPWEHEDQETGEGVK
* = called active by the depositor. Rows were taken by chance. Share with any hit: about 3.5%.

SMILES	FBW7 act	MITF inh	TEAD-YAP block	GPR151 activ
COc1cc2nc(C3CC3)n(NC(=O)c3ccc(F)cc3)c(=O)c2cc1OC	0.0	-1	7	0.6
COCCN(Cc1cc2cc3c(cc2nc1Cl)OCO3)S(=O)(=O)c1ccccc1	0.2	18	4	-0.9
Cc1ccc(/C=C/C(=O)NC(C)c2ccccc2)cc1 (stereo not given)	0.0	2	10	-0.3
CCOC(=O)C(C)Oc1cc(O)c2c(=O)cc(-c3ccccc3)oc2c1 (stereo not given)	-0.1	3	0	-0.5
CC[C@@H]1NC(=O)[C@@H]2C[C@H](NC(=O)c3ccc(F)c(C(F)(F)F)c3)CN2C1=O	0.0	-2	-1	0.9
CCCCNC(=O)CSc1nc(Nc2ccc3c(c2)OCO3)c2ccccc2n1	0.0	2	17	0.6
CCOC(=O)C1=C(C)N=c2s/c(=C\c3ccc(OCc4cccc5ccccc45)cc3)c(=O)n2C1c1ccc(SC)cc1 (stereo not given)	-0.1	-12	-21	-0.2
c1ccc(CCN2CCC(NCc3cccnc3)CC2)nc1	0.2	12	2	-1.4
CC(=O)OC(C(=O)NCCc1ccccc1)c1cccnc1 (stereo not given)	0.0	-9	-4	4.8
CCc1ccccc1NC(=O)c1cc([N+](=O)[O-])ccc1N1CCOCC1	-0.1	11	-14	0.5
O=C(Nc1ccc2c(c1)C(=O)NC2=O)c1ccc(Br)o1	0.3	23	-7	-2.3
COCCN(C(=O)CCC(=O)N1CCc2ccccc2C1)C1CCN(C)CC1	0.2	11	1	3.9

Additional compounds
SMILES	FBW7 act	MITF inh	TEAD-YAP block	GPR151 activ
CC1(O)Cc2[nH][nH]c(=O)c2C(c2cccnc2)C1C(=O)OCc1ccccc1 (stereo not given)	0.0	12	-2	1.2
CCC(O)C1CCN(C(=O)CC2(c3ccccc3F)CC(=O)N(CCN(C)C)C2=O)CC1 (stereo not given)	0.0	-4	-5	0.3
COc1ccc(C2=NN(S(=O)(=O)c3ccccc3)C(c3ccc(OC)c(OC)c3)C2)cc1OC (stereo not given)	0.0	-6	-22	0.2
COc1cccc(Cn2c(=O)n(Cc3ccccc3)c(=O)c3oc4ccccc4c32)c1	0.8	1	17	0.9
Cc1ccc(C(=O)Nc2ccc(NC(=O)c3cccs3)cc2)cc1C	0.2	-4	-2	0.6
Cc1cccc2cc(C#N)c(NCCNC(=O)CC(C)(C)C)nc12	0.0	-10	-3	2.7
CC1CCCC(C)N1C(=O)COC(=O)C12CC3CC(CC(Br)(C3)C1)C2 (stereo not given)	0.1	-2	-5	1.5
O=C(NCCCN1CCCC1=O)c1cccs1	0.0	-2	1	-0.9
Cc1csc2nc(-c3ccc(NC(=O)C4CCCCC4)cc3)cn12	0.4	2	22	2.0
O=C(CSc1nc2ccc(C(F)(F)F)cc2s1)Nc1nccs1	-0.1	-10	4	1.3
O=C(CSc1nc2ccccc2c2nc(-c3cccc([N+](=O)[O-])c3)nn12)NC1CCCCC1	-0.1	-4	6	2.9
CCOc1cc(/C=C2/C(=O)N(C)C(=S)N2CC(=O)OC)cc(Cl)c1O	0.2	19	4	-0.8

Single records (already shown):
Profile of COc1cccc(Cn2c(=O)n(Cc3ccccc3)c(=O)c3oc4ccccc4c32)c1 : FBW7 act = 0.8; MITF inh = 1; TEAD-YAP block = 17; GPR151 activ = 0.9
Profile of Cc1ccc(C(=O)Nc2ccc(NC(=O)c3cccs3)cc2)cc1C : FBW7 act = 0.2; MITF inh = -4; TEAD-YAP block = -2; GPR151 activ = 0.6
Profile of COc1ccc(C2=NN(S(=O)(=O)c3ccccc3)C(c3ccc(OC)c(OC)c3)C2)cc1OC (stereo not given) : FBW7 act = 0.0; MITF inh = -6; TEAD-YAP block = -22; GPR151 activ = 0.2

Additional records
SMILES	FBW7 act	MITF inh	TEAD-YAP block	GPR151 activ
NC(=O)Nc1ccc(C(=O)OCC(=O)c2ccc[nH]2)cc1	-0.2	-13	-11	-1.5
CN1CCCN(C(=O)c2ccccc2)c2nc3ccccc3nc21	0.7	3	3	0.1
CCOc1ccccc1C1C(C#N)=C(SCC(=O)Nc2c(C)cccc2C)NC2=C1C(=O)CCC2 (stereo not given)	-0.1	11	-4	-0.1
Nc1ccc(Oc2ccc3c(c2)C(=O)N(Cc2cccnc2)C3=O)cc1	-0.1	10	35*	1.1
Cc1ccc2c(c1)C1OCCC1C(c1ccncc1)N2 (stereo not given)	-0.1	2	-5	-0.5
CCOc1ccc(N/C(N)=N/c2nc(C)cc(=O)[nH]2)cc1	0.1	-1	-2	-1.1
O=C(NCCCn1ccnc1)c1cc2nc(-c3cccs3)cc(C(F)(F)F)n2n1	0.1	11	2	7.3*
C=CCOC(=O)C1=C(C)NC(C)=C(C(=O)OCC=C)C1c1cn(-c2ccccc2)nc1-c1ccco1	0.1	3	-13	-0.3
O=C(CN1C(=O)/C(=C/c2ccccc2)Sc2ccccc21)NCc1ccc2c(c1)OCO2	0.0	-2	-1	9.0*
CCN(CC)C(=O)CCCN(C)S(=O)(=O)c1ccc2c(c1)C(=O)c1ccccc1C2=O	0.1	34	5	2.0
COCCCNc1nccn2c(-c3cccc(NC(C)=O)c3)cnc12	0.4	17	90*	-4.9
Cc1cccc(Nc2c(-c3ccc(Cl)cc3)c(=O)c2=O)n1	0.0	0	-3	-0.8

Remaining list, next part:
SMILES	FBW7 act	MITF inh	TEAD-YAP block	GPR151 activ
COc1cc(Cc2nnc(C(=O)NCCO)o2)cc(OC)c1OC	0.0	-10	-13	-0.5
O=[N+]([O-])c1ccc(N2CCN(CCO)CC2)cc1Sc1ccccn1	0.1	-11	-3	-0.4
Cc1nc(CCNCc2c(C(=O)N3CCOCC3)nc3c(C)cccn23)nc2c1CCC2	0.0	-19	-6	2.8
O=C(NC1CCN(Cc2ccccc2)CC1)c1cccc(N2CCc3ccccc3C2)n1	0.6	1	5	3.6
Cc1ccccc1CS(=O)(=O)CCC(=O)NCCCOC(C)C	-0.2	6	-2	0.5
O=C(Nc1ccccn1)c1cc(Br)ccc1Cl	-0.4	-11	4	-0.8
COc1cc(/C=C2\SC(=O)N(c3ccccc3OC)C2=O)ccc1OCC(=O)O	0.0	4	-2	0.9
Cc1csc(SCC(=O)N2CCc3nnc(C(C)C)n3CC2)n1	-0.2	-10	1	0.2
O=S(=O)(NCC1(c2cccs2)CCOCC1)c1ccc(Cl)s1	-0.1	1	-11	-1.1
CCc1ccc(-c2cc(C(=O)Nc3sc4c(c3C#N)CCC(C(C)(C)CC)C4)c3ccccc3n2)cc1 (stereo not given)	0.0	-6	-4	-0.5
Cc1sc(NC(=O)/C=C/C(=O)O)c(C(N)=O)c1-c1ccc(C(C)(C)C)cc1	-0.3	-8	6	0.2
COc1ccc(/C(C)=N/Nc2ccc([N+](=O)[O-])cc2S(=O)(=O)N2CCOCC2)cc1	-0.1	-5	0	1.2

Further structures follow.
SMILES	FBW7 act	MITF inh	TEAD-YAP block	GPR151 activ
Cc1ccc(S(=O)(=O)N(C)C)cc1NC(=S)NC1CCN(Cc2ccccc2)CC1	0.0	16	2	0.9
COC(=O)c1ccc(C(=O)Nc2nc3cc(N)c(C)cc3s2)cc1	0.2	-3	-3	0.6
CS(=O)(=O)c1cnc2ncnn2c1C1CCCN(C(=O)c2cccnc2)C1 (stereo not given)	0.1	7	-2	-0.6
Cc1cccc(C)c1NC(=O)CSc1nnc(N)s1	-0.2	5	-2	2.0
O=C(Nc1ccc(-c2nc3ccccc3o2)c(O)c1)c1ccc(Br)cc1	-0.1	-1	-64	1.4
Cc1ccccc1C(=O)N1CC(C)CC(C)C1 (stereo not given)	0.0	-16	3	-0.5
Cc1nc2ccc(S(=O)(=O)N(C)CC(=O)NC3CCCc4ccccc43)cc2s1 (stereo not given)	-0.2	0	-3	0.8
CC1(C)CC(=O)C=C(NNC(=O)c2ccc(N)cc2)C1	0.1	8	-3	-0.5
Cn1c(C(=O)N2CCCCCC2)cc2c(=O)[nH]c3ccccc3c21	0.3	-2	-1	0.5
Cc1ccc(CN2CCC(C3(C)NC(=O)N(Cc4ccsc4)C3=O)CC2)cc1 (stereo not given)	-0.1	-5	0	0.1
CN(C)CC(C)(O)c1ccc2c(c1)CN(Cc1cc3ccccc3s1)CCO2 (stereo not given)	0.0	4	2	-0.4
COC(=O)c1ccc2c(=O)n(Cc3ccc4c(c3)OCO4)c(SCc3ccncc3)nc2c1	0.0	5	-1	-1.6

(more compounds)
SMILES	FBW7 act	MITF inh	TEAD-YAP block	GPR151 activ
Cc1cccc(C(=O)NNC(=O)COc2ccc(Cl)cc2)c1O	0.1	8	11	-0.3
COc1cccc(/C=N/NC(=O)CCN2CCN(C)CC2)c1O	0.0	15	-1	-0.1
COc1cc(Cl)ccc1NC(=O)Cn1cnc([N+](=O)[O-])n1	-0.1	-4	0	0.2
Cc1ccc(-c2ccc3ccccc3n2)cc1C	0.0	-11	-16	-9.7
COc1cc2nc(Cl)nc(Nc3ccc(N4CCOCC4)cc3)c2cc1OC	-0.3	7	1	-0.3
CC(C)C(=O)N1CCN(c2ccc(NC(=O)c3cccc(F)c3)cc2Cl)CC1	0.1	11	1	1.2
O=C1/C(=C/c2ccc(-c3cc(Cl)ccc3Cl)o2)C=C(c2ccccc2)N1c1ccc(Br)cc1	0.0	4	-4	-0.2
O=C1C=C(Nc2cccc(Cl)c2)CC(c2ccccc2)C1 (stereo not given)	0.2	16	9	2.0
CCc1nn(CC(=O)NCc2cccc(Cl)c2)c(=O)c2cccn12	0.6	7	11	-1.3
Cc1ccc2nc(-c3ccc(Cl)c(NC(=O)c4cccc(OCc5ccccc5)c4)c3)oc2c1	0.2	3	-18	1.1
CCOc1ccccc1C(=O)N(c1ccc(Br)cc1)C1C=CS(=O)(=O)C1 (stereo not given)	-0.1	10	7	-0.1
O=C(NC1(C(F)(F)F)NC(=O)N(CCc2ccccc2)C1=O)c1ccccc1F (stereo not given)	0.0	-4	-3	0.4

(further entries)
SMILES	FBW7 act	MITF inh	TEAD-YAP block	GPR151 activ
Cc1noc(C)c1COC(=O)/C=C/c1ccc(Cl)cc1	0.2	-14	-13	2.2
Cc1ccc(C2(C(=O)N[C@H](Cn3nc(C4CC4)ccc3=O)C(C)C)CC2)cc1	-0.1	-8	-3	-0.4
Cc1ccc(C(=O)Nc2ccc([N+](=O)[O-])cc2)cc1S(=O)(=O)Nc1ccc(Br)cc1	0.0	-1	7	0.0
O=C1C(=O)N(c2ccc(Br)cc2)C(c2ccc(Br)cc2)/C1=C(\O)c1ccc(Br)cc1 (stereo not given)	0.1	7	4	4.4
COc1ccc(CN2CCN(Cc3cccc(F)c3)CC2)cc1OC	0.0	64*	3	-1.2
CCSc1nnc(NC(=O)C(C)Cl)s1 (stereo not given)	0.0	4	4	0.4
CC(C)c1ccc(C2/C(=C(/O)c3ccccc3)C(=O)C(=O)N2CCCN2CCOCC2)cc1 (stereo not given)	0.0	8	-13	-1.4
COc1ccc(CC(=O)Nc2ccc(-c3nnc(-c4ccccc4)o3)cc2)cc1	0.1	-2	4	7.3*
Cc1ccc(CC2(CCC(=O)N3CCN(Cc4cccnc4)CC3)CCC(=O)N2)cc1 (stereo not given)	-0.1	-3	9	0.0
O=C(c1nn2cc(Br)cnc2c1Br)N1CCOCC1	0.3	28	-9	2.2
COc1cc(OC)cc(C(=O)Nc2cc(C(=O)Nc3cc(Cl)c(OC)cc3OC)ccc2N2CC3CC(C2)c2cccc(=O)n2C3)c1 (stereo not given)	0.0	0	2	1.5
CCOCCCNC(=O)c1cc(Nc2ccccc2CC)nc2ccccc12	0.2	-4	9	0.4

Look-ups from the results shown:
TEAD-YAP block with Cc1noc(C)c1COC(=O)/C=C/c1ccc(Cl)cc1 stands at -13
MITF inh with Cc1ccc(C(=O)Nc2ccc([N+](=O)[O-])cc2)cc1S(=O)(=O)Nc1ccc(Br)cc1 stands at -1
TEAD-YAP block with CCOCCCNC(=O)c1cc(Nc2ccccc2CC)nc2ccccc12 stands at 9
TEAD-YAP block with CC(C)c1ccc(C2/C(=C(/O)c3ccccc3)C(=O)C(=O)N2CCCN2CCOCC2)cc1 (stereo not given) stands at -13

Other entries
SMILES	FBW7 act	MITF inh	TEAD-YAP block	GPR151 activ
O=C(CC1CCCCC1)Nc1ccc2c(c1)OCCO2	0.1	-8	-46	0.0
O=C(CN1CCN(c2ncccn2)CC1)NCCC1=CCCCC1	0.1	-3	-3	0.5
CCCOc1ccc(C2C(C(=O)OC(C)CC)=C(C)NC3=C2C(=O)CC(c2ccc(Cl)cc2)C3)cc1 (stereo not given)	-0.2	9	-3	-0.4
CCOC(=O)Cn1c(=O)oc2cc(S(=O)(=O)NCc3cccc(OC)c3)ccc21	0.1	14	-2	1.6
O=C1CC2(CCN(C(=O)CN3C(=O)c4ccccc4C3=O)CC2)Oc2ccccc21	-0.2	9	-2	-0.5
Oc1ccc(-c2nc3ccccc3[nH]2)cc1	0.1	14	-17	-8.7
CNC(=O)CSc1n[nH]c(-c2cc(Cl)ccc2OC)n1	-0.1	-3	-1	-0.5
COc1ccc(CNC(=O)c2ccc(/C=C3\Oc4ccccc4N(C)C3=O)cc2)cc1	0.2	-18	-14	-0.4
COc1ccc(N(CC(O)CN(CC(C)C)CC(C)C)S(=O)(=O)c2ccccc2)cc1 (stereo not given)	-0.1	-11	0	1.4
CC(=O)NC1=NC(=O)/C(=C/c2ccc(-c3cccc(Cl)c3)o2)S1	-0.2	-10	-7	-1.0
O=C(O)c1cc(NN=C2CCCC2)ccc1Cl	-0.6	72*	-21	1.3
O=C(CCSCc1ccccc1F)NC1CCCCC1	0.0	-1	-3	0.5
CCOc1ccc(/C=C/C(=O)c2ccc(N3CCOCC3)cc2)cc1OC	0.2	17	-6	1.5
